Source: PubChem (National Center for Advancing Translational Sciences (NCATS))
Pol iota inh: DNA polymerase iota (human) inhibition. AID 588590. 390,000 compounds, 1% hits. Potency, µM (highest dose often 115 µM), without a hit: at the top dose activity, negative = inhibition, most hits filed as inhibitors. Pol iota fluorescent replication assay, 10 min; note: potency is the fitted concentration of half-maximal effect
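Fluorescent replication assay read twice, at 0 min and 10 min after adding 50 nM (final) substrate. Enzyme (10 nM) and compounds were first incubated 15 min at room temperature; enzyme-free buffer wells were negative controls.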
APEX1 inh: blocks human APE1 abasic DNA cleavage. P27695. recombinant APE1, TAMRA/BHQ-2 abasic DNA cleavage fluorescence. Potency, µM (top dose mostly 65.8 µM), for inactives: at the highest dose activity change, negative = inhibition, actives largely listed as inhibitors. 350,000 compounds, 0.35% hits;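 note: potency is the fitted concentration of half-maximal effect; plate controls were vehicle for no effect and reference inhibitor for full effect; nearly all actives have a fitted effect of over 55% in size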
Target sequence (P27695 whole entry, looked up): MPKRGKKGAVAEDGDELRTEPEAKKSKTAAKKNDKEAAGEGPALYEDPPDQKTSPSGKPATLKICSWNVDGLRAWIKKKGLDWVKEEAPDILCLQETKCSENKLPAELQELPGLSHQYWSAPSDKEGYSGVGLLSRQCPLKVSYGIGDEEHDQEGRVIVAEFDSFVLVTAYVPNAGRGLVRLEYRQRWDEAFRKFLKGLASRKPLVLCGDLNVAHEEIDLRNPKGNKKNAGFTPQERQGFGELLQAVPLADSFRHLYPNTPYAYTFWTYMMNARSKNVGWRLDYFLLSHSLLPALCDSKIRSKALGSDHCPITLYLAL
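Kinetic fluorescence read (525 ex/598 em nm, three reads 60 s apart) of AP-site incision; signal = third minus first read. Enzyme 0.75 nM, dual-labelled THF duplex 50 nM, compound preincubation 15 min RT.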
Pol eta inh: DNA polymerase eta (human) inhibition. Potency, µM (top dose mostly 114 µM), without a hit: top-dose activity change, negative = inhibition, hits mostly inhibitors. Q9Y253. AID 588591. recombinant Pol eta, fluorescent DNA replication assay. 390,000 compounds, 1.2% hits; note: potency is the fitted concentration of half-maximal effect; % is set by controls: 0 for no effect and ±100 for the full control effect
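Fluorescent replication assay: 50 nM final substrate added after a 15 min room-temperature compound preincubation with 10 nM enzyme. Signal taken at 0 min and again at 10 min.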
RXFP1 antagonist: RXFP1 (human) relaxin receptor antagonism; Q9HBX9; HEK293-RXFP1, relaxin-stimulated cAMP HTRF, 30 min; hits give low values; activity change, negative = inhibition, % at 57.5 µM; 350,000 compounds, 0.59% hits; AID 1259400;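 active = activity change of -60% or lower, but not beyond a set lower limit; inconclusive = change between -60% and -40%, or beyond the set limit; inactive = change above -40%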; note: % is set by controls: 0 for no effect and ±100 for the full control effect
Target sequence (Q9HBX9 whole entry, looked up): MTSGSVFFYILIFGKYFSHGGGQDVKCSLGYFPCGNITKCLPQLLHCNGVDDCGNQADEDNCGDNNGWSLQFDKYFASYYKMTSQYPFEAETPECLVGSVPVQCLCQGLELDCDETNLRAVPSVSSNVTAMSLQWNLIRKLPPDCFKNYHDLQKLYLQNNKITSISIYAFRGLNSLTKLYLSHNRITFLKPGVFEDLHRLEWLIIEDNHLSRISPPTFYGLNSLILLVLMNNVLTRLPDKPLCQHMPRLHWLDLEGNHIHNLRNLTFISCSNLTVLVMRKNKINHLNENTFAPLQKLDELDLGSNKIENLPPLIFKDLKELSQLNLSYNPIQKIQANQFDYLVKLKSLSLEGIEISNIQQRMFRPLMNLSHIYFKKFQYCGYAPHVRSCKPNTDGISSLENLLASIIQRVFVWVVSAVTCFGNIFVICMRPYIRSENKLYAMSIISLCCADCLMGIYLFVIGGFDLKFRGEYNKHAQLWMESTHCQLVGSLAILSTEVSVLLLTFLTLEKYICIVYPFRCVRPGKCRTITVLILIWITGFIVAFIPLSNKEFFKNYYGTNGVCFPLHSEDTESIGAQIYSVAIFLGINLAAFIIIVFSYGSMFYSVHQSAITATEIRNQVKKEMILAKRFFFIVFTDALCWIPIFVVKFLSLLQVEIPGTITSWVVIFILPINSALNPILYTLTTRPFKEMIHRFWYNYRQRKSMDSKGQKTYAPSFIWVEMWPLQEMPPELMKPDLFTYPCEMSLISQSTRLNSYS
BLM inh: inhibitors of human Bloom syndrome helicase BLM | recombinant BLM DNA unwinding, fluorescence dequenching | 350,000 compounds, 0.2% hits | AID 2528 | Potency, µM (series often up to 56.1 µM), for the others: at the highest dose activity change, negative = inhibition, actives largely listed as inhibitors;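 note: potency is the fitted concentration of half-maximal effect; plate controls were vehicle for no effect and no enzyme for full effect; nearly all actives have a fitted effect of over 35% in size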
Pol kappa inh: blocks human DNA polymerase kappa activity; Q9UBT6; purified Pol kappa, fluorescent DNA synthesis assay, 10 min; Potency, µM (top dose mostly 107 µM), for the others: at the highest dose activity, negative = inhibition, most hits filed as inhibitors; 400,000 compounds, 0.53% hits; note: potency is the fitted concentration of half-maximal effect; % is set by controls: 0 for no effect and ±100 for the full control effect
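First, compounds were pin-transferred onto 10 nM Pol kappa. After 15 min at room temperature, substrate was added to 50 nM final. Fluorescence was then measured kinetically at 0 and 10 min.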
PGK inhibitor: blocks T. brucei phosphoglycerate kinase; P07378; PGK/GAPDH coupled, Kinase-Glo luminescence, 60 min; Potency, µM (titrated, usually from 57.5 µM), for inactives: at the top dose activity change, negative = inhibition, hits mostly inhibitors; 380,000 compounds, 0.043% hits; AID 602233; note: potency is the fitted concentration of half-maximal effect; % is set by controls: 0 for no effect and ±100 for the full control effect; nearly all actives have a fitted effect of over 60% in size
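Luminescent ATP detection (Kinase-Glo Plus) follows a 60-minute room-temperature incubation, with wells lacking PGK as controls. Buffer: 100 mM TEA (pH 7.6), 5 mM MgCl2, 0.01% Tween-20. Coupling enzyme GAPDH (100 nM final) supplies unstable 1,3-BPG in-well.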
POLB inh: blocks human DNA polymerase beta activity; P06746; Pol beta primer extension/strand displacement, fluorescence kinetic; Potency, µM (series often up to 114 µM), inactives show top-dose activity change, negative = inhibition, actives largely listed as inhibitors; 340,000 compounds, 1.3% hits; AID 485314; note: potency is the fitted concentration of half-maximal effect; % is set by controls: 0 for no effect and ±100 for the full control effect
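Pol beta (10 nM) and compounds were preincubated 15 min at room temperature, then 50 nM substrate (final) started primer extension/strand displacement. Reads were taken at 0 and 10 min; concentration-response data were fitted to a four-parameter Hill equation.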
Apoferritin bind: candidate novel general anesthetic via apoferritin binding | Potency, µM (highest dose often 77.5 µM), without a hit: at the highest dose activity change, negative = displacement, most hits filed as inhibitors | P02791 | 350,000 compounds, 0.074% hits | apoferritin/1-aminoanthracene competitive binding, fluorescence; note: potency is the fitted concentration of half-maximal effect; % is set by controls: 0 for no effect and ±100 for the full control effect; nearly all actives have a fitted effect of over 20% in size
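Apoferritin-based anesthetic binding model; compound displacement of fluorescent 1-AMA measured as endpoint fluorescence after 10 minutes at room temperature, scaled to free-ligand and complex controls.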
* hit, by the source's call; i = inactive; ? = inconclusive; nt = not tested or not shown; [ ] = remark or other dose. Unless noted, calls come from the whole dose curve; as a rule, active = well fitted curve in the direction sought with a large enough effect; inconclusive = small, poorly fitted or top-dose-only effect, or another doubt; inactive = no such curve, though single readings can be large; an effect the other way counts as inactive or inconclusive. A portion of the library; the hit share may differ from the screen's.

| item | smiles | Pol kappa inh | Apoferritin bind | Pol iota inh | POLB inh | APEX1 inh | PGK inhibitor | BLM inh | Pol eta inh | RXFP1 antagonist |
| --- | --- | --- | --- | --- | --- | --- | --- | --- | --- | --- |
| 1 | Cc1nc(N2CCOCC2)[nH]c(=O)c1C | 0% | 0% | 46%[activator] | -1% | -1% | -4% | 1% | -14% | 4 |
| 2 | Cc1ccc2nc(NC(=O)CN3C(=O)NC4(CCCC4)C3=O)sc2c1 | -10% | nt | 17% | nt | 21% | i | nt | -9% | -19 |
| 3 | COc1ccc(C(=O)COC(=O)c2cnc(C)cn2)c(OC)c1 | -14% | nt | -11% | nt | 29% | -10% | nt | ? | 8 |
| 4 | CCC(C)NC(=O)C(=O)NCc1ccncc1 (stereo not given) | -2% | -10% | -2% | 37% | 15% | -11% | -2% | -5% | -1 |
| 5 | CCOc1ccc(/C=C2\SC(=S)N(CCCC(=O)NCCCN3CCOCC3)C2=O)cc1 | 2% | -3% | -5% | -10% | 34% | -8% | -4% | -15% | -14 |
| 6 | Cc1ccc(-c2nc(SCCOc3ccccc3C)n3[nH]c(=O)cc3n2)cc1 | 1% | -10% | -3% | -22% | nt | -4% | -10% | -5% | nt |
| 7 | CCOC(=O)c1c(C)oc2c1cc(O)c1ccccc12 | -15% | -8% | 1% | 29% | -4% | -10% | -4% | -2% | -1 |
| 8 | O=C(N/N=C\c1cccnc1)C1c2ccccc2Oc2ccccc21 | -16% | ? | 65%[activator] | -11% | -6% | 3% | -6% | 5% | -17 |
| 9 | Cc1ccc(N2C(=O)CSC23C(=O)N(CC(=O)Nc2ccc(C)cc2C)c2ccccc23)cc1 (stereo not given) | 0% | -23% | 10% | 3% | nt | -8% | -7% | -2% | nt |
| 10 | COc1ccc(C2(c3ccc(OC)cc3)NC(=O)N(CC(=O)Nc3cc(C)ccc3OC)C2=O)cc1 | 4% | -6% | -15% | 3% | 7% | i | -8% | -23% | -5 |
| 11 | O=C(COC(=O)c1nc(Cl)ccc1Cl)NC1CCCCC1 | -10% | nt | 24% | nt | 2% | -8% | nt | -3% | -1 |
| 12 | O=C(COC(=O)CCc1ccc(S(=O)(=O)N2CCCCC2)cc1)Nc1cccc2ccccc12 | -7% | 9% | -10% | ? | -2% | -11% | -2% | -6% | 1 |
| 13 | CNCc1ccccc1Sc1cccc2ccccc12 | -8% | -18% | -13% | -8% | 1% | -5% | 14% | -11% | -10 |
| 14 | COc1ccccc1NC(=O)C(=O)NCc1ccncc1 | -15% | 1% | 24% | 86% | 2% | -6% | -2% | 10% | -8 |
| 15 | CN1CCN(C(c2cccnc2)c2ccc3cccnc3c2O)CC1 (stereo not given) | -11% | ? | -1% | 16% | 8% | -8% | -1% | -22% | -8 |
| 16 | Cc1cc2c(cc1C)CSC(c1ccc(O)cc1)SC2 | -3% | -18% | 15% | -13% | 0% | nt | 4% | -15% | -18 |
| 17 | O=C(COc1ccc(Cl)cc1)Nc1ccccc1C(=O)OCc1cc(=O)n2ccsc2n1 | -6%[60.1 µM] | -2% | ? | ? | nt | -11% | -10% | 2% | -9 |
| 18 | CCOc1cc(C2CC(=O)NC(SCC)=C2C#N)ccc1O (stereo not given) | 2% | -3% | 13% | 22% | ? | 1% | -1% | -9% | nt |
| 19 | COc1cccc(/C=N/N2CCN(C3c4ccccc4-c4ccccc43)CC2)c1O | 7% | -3% | 16% | -1% | -1% | i | -6% | -4% | -14 |
| 20 | CCCCN(CC)CCCNC(=O)c1ccc2c(c1)NC(=O)CN2C | -3%[60.1 µM] | 0% | 5% | 0% | nt | 2% | 4% | -17% | -13 |
| 21 | Cc1ccc(S(=O)(=O)N(C)C)cc1-n1c(SCC(=O)Nc2ccc(F)cc2Cl)nc2ccccc2c1=O | -12% | 0% | 1% | 8% | -7% | 3% | -11% | -6% | -4 |
| 22 | CC(=Nc1ccccc1)C1=C(O)COC1=O | -3% | -1% | 3% | 0% | -5% | 10%[11.5 µM] | -1% | 2% | 7 |
| 23 | CC(C)(CN1CCN(C(c2ccccc2)c2ccccc2)CC1)NS(=O)(=O)c1ccccc1 | -6% | 53%[activator] | 25% | -1% | -8% | -6% | -12% | -18% | -22 |
| 24 | O=C(O)CCn1nnc(-c2cccs2)n1 | -14% | -2% | ? | -4% | 1% | 3% | 1% | -8% | 4 |
| 25 | COc1ccccc1N(C)S(=O)(=O)c1ccc(C(=O)Nc2nccs2)cc1 | 2% | nt | -22% | nt | 0% | -1% | nt | -9% | -3 |
| 26 | O=C(CC(c1ccccc1)c1ccccc1)Nc1ccc(O)cc1 | -1% | -2% | 33%[activator] | -14% | 2% | -3% | -4% | -18% | -15 |
| 27 | O=C(N/N=C/c1ccc(-c2ccc(Br)cc2)o1)c1ccc2c(c1)OCO2 | 7% | 2% | 51%[activator] | -2% | 0% | -7% | -2% | -16% | -22 |
| 28 | c1ccc(-c2cc(-c3nc(-c4ccccn4)no3)c3ccccc3n2)cc1 | -3% | nt | 10% | nt | nt | 1% | nt | -3% | -8 |
| 29 | O=C(C[C@H]1C/C=C\CC[C@H](Cc2ccc(F)cc2)C(=O)OC[C@@H]2CCCN2C1=O)N[C@H](CO)Cc1ccccc1 | 5% | nt | 45% | nt | 28% | i | nt | -12% | nt |
| 30 | CC(NS(C)(=O)=O)C(c1cccs1)N1CCN(C)CC1 (stereo not given) | -12% | 5% | 8% | 88% | 15% | i | -4% | -1% | 19 |

The closing six entries of the section above are carried over, then new ones follow.
| item | smiles | Pol kappa inh | Apoferritin bind | Pol iota inh | POLB inh | APEX1 inh | PGK inhibitor | BLM inh | Pol eta inh | RXFP1 antagonist |
| --- | --- | --- | --- | --- | --- | --- | --- | --- | --- | --- |
| 25 | COc1ccccc1N(C)S(=O)(=O)c1ccc(C(=O)Nc2nccs2)cc1 | 2% | nt | -22% | nt | 0% | -1% | nt | -9% | -3 |
| 26 | O=C(CC(c1ccccc1)c1ccccc1)Nc1ccc(O)cc1 | -1% | -2% | 33%[activator] | -14% | 2% | -3% | -4% | -18% | -15 |
| 27 | O=C(N/N=C/c1ccc(-c2ccc(Br)cc2)o1)c1ccc2c(c1)OCO2 | 7% | 2% | 51%[activator] | -2% | 0% | -7% | -2% | -16% | -22 |
| 28 | c1ccc(-c2cc(-c3nc(-c4ccccn4)no3)c3ccccc3n2)cc1 | -3% | nt | 10% | nt | nt | 1% | nt | -3% | -8 |
| 29 | O=C(C[C@H]1C/C=C\CC[C@H](Cc2ccc(F)cc2)C(=O)OC[C@@H]2CCCN2C1=O)N[C@H](CO)Cc1ccccc1 | 5% | nt | 45% | nt | 28% | i | nt | -12% | nt |
| 30 | CC(NS(C)(=O)=O)C(c1cccs1)N1CCN(C)CC1 (stereo not given) | -12% | 5% | 8% | 88% | 15% | i | -4% | -1% | 19 |
| 31 | O=C(c1ccco1)N1CCC(c2nc3ccccc3[nH]2)CC1 | -10% | nt | 56%[activator] | nt | 0% | 6% | nt | -16% | -10 |
| 32 | CC(C)(C)N(Cc1cc2ccccc2[nH]c1=O)C(=O)C1CCCCC1 | -14% | 1% | 0% | 0% | -8% | 2% | 3% | -14% | 19 |
| 33 | COc1c(F)cccc1C1=CC(=O)C[C@H](c2ccc3c(c2)OCO3)C1 | -3% | nt | 73%[activator] | nt | 11% | 1% | nt | -11% | nt |
| 34 | CCOc1ccccc1CNC(=O)c1ccc2c(c1)nc1n2CCC(C)C1 (stereo not given) | -11%[60.1 µM] | 65%[activator] | ? | 8% | nt | 7% | -1% | -16% | 3 |
| 35 | CCC(NC(=O)NCc1ccc2c(c1)OCO2)(C(F)(F)F)C(F)(F)F | 5% | -10% | -2% | -20% | -7% | i | -4% | ? | -12 |
| 36 | Nc1cc(Cl)ccc1Nc1ccncc1 | -9% | -2% | 24% | -1% | 32% | -9% | 1% | -12% | 3 |
| 37 | CCOC(=O)C1CCN(S(=O)(=O)c2ccc(Cl)nc2)CC1 | -17% | 0% | 7% | -23% | -1% | -8% | -7% | -21% | 15 |
| 38 | CCc1ccc(NC(=O)CS(=O)CC(=O)NCCCc2ccccc2)cc1 (stereo not given) | -2% | -11% | 8% | -28% | 1% | -1% | -8% | ? | -13 |
| 39 | O=C(NCC1CCCO1)c1cc2cc(Cl)ccc2[nH]1 (stereo not given) | -8% | 5% | 83%[activator] | 1% | 10% | -4% | -3% | 2% | -5 |
| 40 | COc1ccc(-c2csc(NC(=S)NC(=O)c3ccco3)n2)cc1Br | -4% | -4% | 23% | 8% | -4% | -2% | -1% | 7% | 14 |
| 41 | CCn1c(COc2ccccc2C)nnc1SCC(=O)N1CCN(c2ccccc2)CC1 | -7% | -14% | 8% | -2% | -1% | nt | -3% | -7% | 18 |
| 42 | Cc1ccn2cc(-c3cnoc3C)nc2c1 | -2% | -6% | 8% | -23% | 1% | -11% | -3% | 6% | -2 |
| 43 | CN(C)S(=O)(=O)N(CC(=O)Nc1ccccc1)c1ccccc1 | 2% | 5% | 9% | 1% | -2% | -3% | 2% | -1% | 1 |
| 44 | O=C(CC1NCCNC1=O)Nc1cc(Cl)cc(Cl)c1 (stereo not given) | -5% | 6% | 87%[activator] | 13% | 2% | 3% | -2% | -20% | -8 |
| 45 | CCOC(=O)CCCC(=O)N1CCOCCOCCOCC1 | -12% | 32%[activator] | -2%[58.9 µM] | -6% | -3% | -7% | -1% | -25% | -1 |
| 46 | CC(C)N(C(=O)[C@H]1C[C@H](CC(=O)NCc2ccco2)C(=O)N2CCc3c([nH]c4ccc(Cl)cc34)[C@]12C)C(C)C | -4% | nt | 26% | nt | -24% | -8% | nt | -8% | nt |
| 47 | COc1cc(OC)c(C2=NOC(C(=O)N3CCN(C(=O)c4ccco4)CC3)C2)cc1Cl (stereo not given) | -2% | -6% | 138%[activator] | 2% | 4% | 6% | 4% | -15% | -15 |
| 48 | CC(=O)NC(Cc1ccc(F)cc1)C(=O)NC1CCN(c2nnnn2-c2ccccc2)CC1 (stereo not given) | 6% | 1% | 3% | 4% | 4% | -10% | 2% | -11% | -4 |
| 49 | COc1ccc(-n2nnnc2SCC(=O)c2ccc3c(c2)OCCO3)c(OC)c1 | -9% | -16% | 31%[activator] | 12% | -6% | -2% | -4% | -4% | -3 |
